# High-throughput results from PubChem BioAssay.
# mHTT CaM bind: mutant huntingtin-calmodulin interaction inhibitors – biochemical, AlphaScreen, primary screen; AlphaScreen His-mHTT/GST-CaM binding, luminescence; 3.6% of 190,000 active; AID 1671202, 2021; inhibition, % at 15 µM;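 note: 0% = both proteins with DMSO and 100% = one protein alone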
# Pf apPOL block: Pf-apPOL inhibitors, biochemical, fluorescence; 0.25% of 210,000 active; Recombinant Pf-apPOL, molecular beacon fluorescence, 1.5 h; AID 1794808, 2022; inhibition, % at 10 µM
# An asterisk follows results filed as active; i = inactive; nt = no result given; & = joins results of further samples. Cut-off read from the data, not from the text of the source: active = inhibition above about 50%; inactive = the rest.
compound	mHTT CaM bind	Pf apPOL block
O=C(C1CC1)N1CCCC1c1nc2cc(-c3ccc(F)cc3F)ccc2o1 (stereo not given)	48	-5
O=C(c1ccc2ccccc2n1)N1CCCCC1CCN1CCOCC1 (stereo not given)	-6	0
O=C(NCc1cccc(F)c1)c1cccnc1N1CCNC(c2ccccc2)C1 (stereo not given)	8	1
O=C1CCc2cc(NC(=O)C3CCC3)ccc2N1	-7	-2
O=C(NCc1cccnc1)c1nn2c(C(F)(F)F)cc(-c3ccccc3)nc2c1Cl	-5	-1
O=C(Nc1ccc(Br)cc1F)C1c2ccccc2Oc2ccccc21	0	5
O=C1NC2(CCCCC2)NC2=C1CCC2	-5&-4	-8
CCOc1ccccc1NS(=O)(=O)c1ccc(SC)cc1	-4	-2
CC(=O)C1=C(O)C(=O)N(C)C1c1ccccc1 (stereo not given)	0	-28
COc1ccc(OC)c(NC(=O)N2CCc3cn(CC(C)C)c4cccc(c34)C2)c1	69*	-1
COc1ccccc1N1CCN(Cc2cc(OC)c(O)c(OC)c2)CC1	-1	-2
CCOc1ccc(/C=C2\CS/C(=C\c3ccc(OCC)cc3)C2=O)cc1	28	-7
COc1ccc(-c2nc3c(c(=O)[nH]2)CCN(C(=O)c2ccccc2Cl)C3)cc1	1	-1
COc1ccc(S(=O)(=O)CC(=O)Nc2ccc([N+](=O)[O-])cc2OC)cc1	-2	-2
COC(=O)c1ccc(C=C2Oc3cc(OCC(=O)OC(C)(C)C)ccc3C2=O)cc1	17	-6
CC1N=C(SCc2c(F)cccc2Cl)N2C(C)N=C(SCc3c(F)cccc3Cl)N12 (stereo not given)	nt	-8
O=C(Cn1ncc2ccccc2c1=O)Nc1cccc(C(F)(F)F)c1	-7	4
COc1ccc(NC(=O)N2CCc3nc(C)ncc3C2)cc1	-10	4
c1ccc(-c2cc(-c3nc(-c4ccccn4)no3)c3ccccc3n2)cc1	28	2
Cn1cccc1/C=N/NC(=O)CCCC(=O)N/N=C/c1cccn1C	i	nt
O=C(Nc1cc(-c2nc3ncccc3o2)ccc1Cl)c1ccc(Cl)cc1Cl	2	-1
CC(=O)Oc1ccc2c(c1)OC(=Cc1cc(Cl)cc3c1OCOC3)C2=O	13	-7
O=C1CN(C(=O)Cc2ccc(F)cc2)C(c2ccc(F)cc2)c2cc(F)ccc2N1 (stereo not given)	9	-5
Nc1cc(Cl)ccc1Nc1ccncc1	nt	0
Cc1noc(C)c1C1CCCN1C(=O)c1cc(C2CCCCC2)no1 (stereo not given)	-6	10
Cc1cc(Nc2ccccc2Cl)n2ncnc2n1	-3	-9
O=C(Oc1ccccc1N1CCOCC1)c1cccnc1Sc1ccc(Cl)cc1	nt	-4
Cc1cc(C)cc(N2C(=O)NC(=O)/C(=C\c3ccc(N(C)C)o3)C2=O)c1	-2	-5
O=C(CCCn1cnc([N+](=O)[O-])n1)Nc1ccc([N+](=O)[O-])cc1Cl	-3	-3
Nc1ncccc1-c1nc2ncccc2o1	-3	-3
COc1ccc(CNC(=O)c2cn(C3CCCC3)c(=O)c3c2c2ccccc2n3C)c(OC)c1	-1	2
O=C(CSc1cccc2cccnc12)Nc1nc2ccccc2s1	14	1
Cc1ccccc1-n1nc2c(c1NC(=O)COc1ccc(Cl)cc1Cl)CS(=O)(=O)C2	6	-4
CC(C)C[C@@H](CN=[N+]=[N-])N1CCN(CC(C)C)CCC1=O	0	1
CCSc1nc2ccc(NC(=O)CSc3ccccn3)cc2s1	-16	0
Cc1cccc(N=CC=C2OC(C)(C)C(C)(C)O2)c1	44	-1
Cc1ccc(CNC(=O)C2c3ccccc3CCN2C(=O)C2CC2)o1 (stereo not given)	2	-1
CC(=O)Nc1ccc(C(=O)NCCc2ccc(F)cc2)cc1	2	0
N#Cc1nc(Cl)c(Cl)c(Nc2cccc(F)c2)c1Cl	-30	4
CN(C)c1nc2c(N)ncnc2n1C1OC(CO)C(O)C1O (stereo not given)	nt	5
CS(=O)(=O)N1CCc2[nH]nc(-c3ccccc3)c2C1	1	0
Fc1cccc(/C=N\n2c(-c3ccccc3)n[nH]c2=S)c1	i	nt
CCCN1N=C(C(=O)N2CCCC2)S(=O)(=O)c2ccccc21	-3	22
COc1ccc(OC)c(NC(=O)C(=O)NCCc2ccccn2)c1	nt	-8
O=C(c1cccs1)N1CCN=C1SCc1cccc([N+](=O)[O-])c1	3	-2
CCN(CC)c1ccc(NC(=O)c2cncc(Br)c2)cc1	37	3
O=C(CSc1cc(-c2ccc(F)cc2)ncn1)Nc1nccs1	-12	-11
CCCCN1C(=O)C(CC(=O)N(C)CCC)Sc2ncccc21 (stereo not given)	-6	-5
Cn1cnc(S(=O)(=O)N2CCCN(C(=O)OC(C)(C)C)CC2)c1	nt	-4
O=C(c1ccccc1)c1cccc(NC(=O)C2CC2)c1	1	3
O=C(COc1ccc(C2N(Cc3ccccc3)CCN2Cc2ccccc2)cc1)N1CCOCC1	22	1
Cc1cccc(N2CC(C(=O)N3CCOCC3)CC2=O)c1 (stereo not given)	1	-6
COc1cc2c(cc1OC)C(COc1ccc(F)cc1)N(C(=O)C(C)C)CC2 (stereo not given)	36	-3
CCCCN(C(=O)c1nc(C)n(C2CCN(S(C)(=O)=O)CC2)c1C)c1ccccc1	19	-4
Cc1csc(NC(=O)c2ccc(COc3ccc(Cl)cc3Cl)o2)n1	-1	1
O=C(Nc1cccc(F)c1)c1cnn2c1CCCC2	-20	0
CC(C)CC(=O)N1CCN(Cc2ccc3c(c2)OCO3)CC1	0&-3	-4&-10
Cc1ccsc1CNC1CCN(c2ccc(C(=O)Nc3ccccc3)cn2)C1 (stereo not given)	17	1
CCCCOc1ccc(N2C(=O)CC(N3CCCCC3)C2=O)cc1 (stereo not given)	13	4
Cc1ccccc1OCc1nc(C#N)c(NCc2ccc(F)cc2)o1	18	-7

# (next part)
compound	mHTT CaM bind	Pf apPOL block
CC(C)(C)NC(=O)NCCO	nt	-7
CN1CCn2cc(S(=O)(=O)Nc3ccc(F)cc3Cl)cc2C1=O	-5	0
O=C1OC(NS(=O)(=O)c2ccc(Cl)cc2)c2ccccc21 (stereo not given)	-2	-4
COc1ccc(C2=COC3(CCCN(C(=O)C4CCCCC4)C3)C2)cc1 (stereo not given)	-21	-4
Cc1cc(=O)oc2cc(Oc3ccc(C(F)(F)F)cc3[N+](=O)[O-])ccc12	2	1
C=CCn1c(/C=C/c2ccco2)nc2ccccc21	28	1
CC(=O)Nc1nonc1OCCOc1nonc1NC(C)=O	-2	3
Cc1cc2c(cc1C)NC(CC(=O)Nc1ccccc1Cl)C(=O)N2 (stereo not given)	26	-6
COc1ccc(C=O)cc1CSC1=NCCS1	-5	nt
CCCn1ncc(N2CCC(C(=O)NCc3cccc(F)c3)CC2)cc1=O	6	-1
O=C(NCCN1CCCCCC1)c1cc2c(s1)CCN(C(=O)c1ccc(F)cc1)C2	-3	-8
Cc1c(C)c2c(c(C)c1O)CCC(C)(C(=O)O)O2 (stereo not given)	nt	4
COc1ccc(S(=O)(=O)N2CC(c3noc(-c4cccnc4)n3)C2)cc1Cl	1	-1
Cc1ccc(-c2cc(=O)c3ccc(Cl)cc3[nH]2)cc1	-5	-4
Cc1cc(NC(=O)c2cccc(Oc3ccccc3)c2)on1	-9	0
CCC(=O)N1CCN(c2nc3c(s2)CC(C(=O)NCc2cccnc2)CC3)CC1 (stereo not given)	17	-4
CCOC(=O)c1nn(-c2ccc(F)cc2)c(=O)c2c(NC(=O)C3CCCCC3)scc12	-11	4
CCN(CC#CCC1(O)c2ccccc2-c2ccccc21)CCO	7	-6
O=c1/c(=C/c2ccc(-c3cccc([N+](=O)[O-])c3)o2)sc2nc3ccccc3n12	0	-5
COC1CCN(C(=O)Nc2ccccc2C)CC1	-2	1

# 4 entries from above, with each value named.
> Cc1cc(NC(=O)c2cccc(Oc3ccccc3)c2)on1
  mHTT CaM bind = -9
  Pf apPOL block = 0

> CC(=O)Nc1nonc1OCCOc1nonc1NC(C)=O
  mHTT CaM bind = -2
  Pf apPOL block = 3

> COc1ccc(C2=COC3(CCCN(C(=O)C4CCCCC4)C3)C2)cc1 (stereo not given)
  mHTT CaM bind = -21
  Pf apPOL block = -4

> O=c1/c(=C/c2ccc(-c3cccc([N+](=O)[O-])c3)o2)sc2nc3ccccc3n12
  mHTT CaM bind = 0
  Pf apPOL block = -5

# (more compounds)
compound	mHTT CaM bind	Pf apPOL block
O=C(CN1CCC2(CC1)N=C(c1cccc(F)c1)C(=O)N2)Nc1ccc(F)cc1	7	4
N#CC(=Cc1ccc(Cl)cc1Cl)C(=O)O	nt	9&-9
COC(=O)C1CCN(C(=O)c2csc(Nc3ncccn3)n2)CC1	-6	-8
Nc1cc(C2CCN(C(=O)NCc3ccco3)CC2)no1	1	-5
NS(=O)(=O)c1ccc(Nc2nc(-c3ccncc3)cs2)cc1	5	-1
CCn1ncc(Cl)c1C(=O)NC1C(=O)N2C(C(=O)O)=C(COC(C)=O)CSC12 (stereo not given)	-5	nt
CCSc1nnc(NC(=O)C(F)(F)F)s1	3	-10
Fc1cccc(Cl)c1CN1CCN(CCCNc2nccc(C(F)(F)F)n2)CC1	nt	-22
COc1cc(OC)c(CN2CCN(c3ccc([N+](=O)[O-])cc3)CC2)cc1Br	42	-2
O=C(Nc1ccc2c(c1)OCO2)C1CC1c1ccccc1 (stereo not given)	13	-3
CCOc1cc(C(=O)NC2=NCCS2)cc(OCC)c1OCC	-2	-4
COCCCNC(=O)C1CC(=O)N(Cc2ccc(OC)cc2)C1 (stereo not given)	-4	2
CSc1cccc(NC(=O)CN(c2ccc(Cl)cc2)S(C)(=O)=O)c1	-3	-1
N#CCN(c1ccc(F)cc1)S(=O)(=O)c1ccc2nncn2c1	2	-5
CCN(CC)S(=O)(=O)c1cccc(C(=O)Nc2cccc([N+](=O)[O-])c2)c1	10	2
COc1ccc(Br)cc1/C=C1\C(=O)NN(c2ccc(C)c(C)c2)C1=O	23	-15
COc1ccc2cc(-c3nnc(NC4CCCCC4)s3)c(=O)oc2c1	-11	-10
O=C(c1ccccc1)n1c(=S)nc2ncccn21	2	nt
O=C(NCc1cccc(F)c1)C1CCN(c2cnn(Cc3ccccc3)c(=O)c2)CC1	2	-7
CN(C)c1ncncc1N1CCC(C(=O)NCc2ccccc2)CC1	-5	-11
CC1CCN(C(=O)c2ccc(OCC3CCN(C(=O)c4ccncc4)CC3)cc2)CC1	17	-2
O=C(CCc1nnc(-c2cccc(C(F)(F)F)c2)[nH]c1=O)NC1CCCCC1	-4	-4
COc1ccc(C2CC(=O)C3=C(C2)Nc2ccccc2NC3c2ccc(C)c([N+](=O)[O-])c2)cc1 (stereo not given)	38	-6
c1ccc(-n2c(SCc3nc4ccccc4[nH]3)nc3ccccc32)cc1	18	nt
COc1c(S(=O)(=O)NCCN2CCOCC2)ccc(Cl)c1Cl	-5	-4
Cc1ccc2c(c1)-c1c(ssc1=S)C(C)(C)N2	52*	nt
c1ccc(-c2nc(C3CCCCC3)no2)cc1	-74	-9
COc1ccc(-c2nnc(N)o2)cc1	-8	-10
O=C(Nc1ccc2c(c1)OCCO2)C(=S)NCc1ccco1	nt	0
O=C(c1cccnc1)N1CCCC(OCc2nc(C3CC3)no2)C1 (stereo not given)	-8	0
CCC(C)NC(=O)CCc1cccc2[nH]ccc12 (stereo not given)	-3	0
COc1cc2c(cc1OC)C(C(=O)Nc1cccc(C#N)c1)C1c3ccccc3CCN1C2=O (stereo not given)	42	-2
Cc1oc2c(c1C(=O)NCc1cc(C(=O)O)co1)CCCC2	8	11
O=C(CSc1nnc(COc2ccc(Cl)cc2)o1)N1CCc2ccccc21	-17	2
CCN(Cc1ccccc1)C(=O)c1ccnc(N2CCC(C)CC2)n1	-15	-4
COc1cc(C2=N/C(=C\C(Br)=C\c3ccccc3)C(=O)O2)cc(OC)c1OC	10	-2
Cn1cc(CN2CCN(C(=O)c3ccc(F)cc3)CC2)ccc1=O	0	6
COc1ccc(C2C(C#N)=C(N)OC3=C2C(=O)CC(C)(C)C3)cc1COc1ccccc1C (stereo not given)	41	11
Cc1ccc(NC(=O)CCCCCN2C(=O)c3cccc([N+](=O)[O-])c3C2=O)c(Br)c1	-4	6
Clc1cccc(CN2CCN(c3ncccn3)CC2)c1Cl	-18	-5
c1ccc(Cn2ncc3c2ncn2nc(-c4ccncc4)nc32)cc1	-4	8
CCCCN(CC)S(=O)(=O)c1ccccc1	-15	-14
C#CC(C)(C)NC(=O)CN(c1cc(Cl)ccc1OC)S(=O)(=O)c1ccc(C)c([N+](=O)[O-])c1	2	0
COc1ccc(C2CC(C(F)(F)F)n3ncc(C(=O)Nc4cccc(O)c4)c3N2)cc1 (stereo not given)	6	-6
CC1=C(c2nn[nH]n2)C(=O)OC1(C)C	-4	nt
Cc1ccc(NC(=O)CN2CCC3(CC2)N=C(c2ccccc2)C(=O)N3)c(Cl)c1	18	3
Cc1cccc(C2CCCN2C(=O)c2ccco2)c1 (stereo not given)	9	-5
CCNC(=O)N1CCCC1c1nc(-c2ccc(OC)cc2)no1 (stereo not given)	-8	0

# Profiles, quoted from the list:
# `Cc1cccc(N=CC=C2OC(C)(C)C(C)(C)O2)c1` across the screens: mHTT CaM bind = 44; Pf apPOL block = -1
# `COc1ccc(S(=O)(=O)N2CC(c3noc(-c4cccnc4)n3)C2)cc1Cl` across the screens: mHTT CaM bind = 1; Pf apPOL block = -1
